From PubChem
SIRT5 block = blocks human SIRT5 desuccinylation of peptide; Q9NXA8; Purified SirT5, succinyl-peptide AMC, trypsin-coupled fluorescence; inhibition, % at 15 µM; hit rate 1.1% among 330,000; AID 652115; in the data active = inhibition above about 15%; inconclusive = no clear call, values can overlap the other calls
Target sequence (Q9NXA8 whole entry, looked up): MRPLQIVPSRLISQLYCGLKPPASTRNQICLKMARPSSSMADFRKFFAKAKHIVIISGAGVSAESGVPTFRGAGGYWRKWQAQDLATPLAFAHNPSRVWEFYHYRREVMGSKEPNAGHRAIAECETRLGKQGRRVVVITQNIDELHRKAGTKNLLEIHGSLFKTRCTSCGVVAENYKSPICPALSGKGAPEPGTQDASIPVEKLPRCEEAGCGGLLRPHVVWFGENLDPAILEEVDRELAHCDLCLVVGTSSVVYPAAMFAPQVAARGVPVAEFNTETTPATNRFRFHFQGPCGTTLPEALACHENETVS
CFTR F508del cor = correctors of CFTR F508del function in bronchial epithelial cells. activity (quench increase), % at 7.58 µM. CFBE cells, YFP halide quenching; stimulated with forskolin plus potentiator P3; % fluorescence drop versus neutral controls. hit rate 0.36% among 350,000;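 active = mean added fluorescence quench of at least 8% versus neutral control, with both replicates also reaching 8%; inconclusive = only one of the mean or replicate conditions met; inactive = mean below 8% and not both replicates reaching 8%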;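 note: cells transiently co-express mutant CFTR-F508del with the halide-sensitive YFP; corrector assay measuring rescue of mutant channel to the surface after 24 h compound exposure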
ERp5 block = inhibitors of human ERp5; hit rate 0.05% among 350,000; ERp5 insulin aggregation, absorbance 650 nm, 90 min; AID 651711; inhibition, % at 9.99 µM;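 active = mean replicate inhibition above about 25%, with every replicate also reaching it, limit read from the data, passing the limit was not always enough; inconclusive = only one of those two criteria met; inactive = neither criterion met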
Target sequence (Q15084 whole entry, looked up): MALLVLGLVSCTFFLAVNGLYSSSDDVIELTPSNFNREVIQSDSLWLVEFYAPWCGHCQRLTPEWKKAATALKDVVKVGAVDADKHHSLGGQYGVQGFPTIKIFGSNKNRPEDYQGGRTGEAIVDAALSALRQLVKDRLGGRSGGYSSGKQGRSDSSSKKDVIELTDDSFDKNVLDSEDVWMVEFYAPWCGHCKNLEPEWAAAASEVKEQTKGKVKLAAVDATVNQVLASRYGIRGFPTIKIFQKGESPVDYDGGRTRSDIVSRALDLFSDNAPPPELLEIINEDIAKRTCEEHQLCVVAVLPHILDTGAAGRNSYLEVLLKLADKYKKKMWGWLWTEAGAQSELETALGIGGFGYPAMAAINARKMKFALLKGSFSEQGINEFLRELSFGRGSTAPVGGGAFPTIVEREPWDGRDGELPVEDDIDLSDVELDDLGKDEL
DENV2 CPE rescue = inhibitors of DENV2 cytopathic effect; DENV2-infected cells, cytopathic effect rescue, plate reader; CPE inhibition, % at 9.99 µM; hit rate 1.7% among 350,000; AID 651640; in the data active = CPE inhibition above about 20%, passing the limit was not always enough; inconclusive = no clear call, values can overlap the other calls; tested in BHK-21 cells;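 note: 0% = median of neutral control wells and 100% = median of positive control wells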
ERAP1 HTS inh = ERAP1 (human) enzyme inhibition; Q9NZ08; recombinant ERAP1, Leu-AMC fluorescence, 60 min; inhibition, % at 10.7 µM; hit rate 0.15% among 340,000;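 active = mean replicate inhibition of at least 30%, or all replicates individually reaching that 30% level; inactive = mean below 30% and not every replicate reaching it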;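 note: 0% = neutral control wells and 100% = L-leucinethiol positive control wells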
miR122 inh = miR-122 inhibition in Huh7 cells; Huh7 miR-122 Renilla luciferase sensor, 48 h; neutral wells = 0, positive control = 100; activation (reporter increase), % at 12.5 µM; hit rate 0.3% among 340,000;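 active = mean replicate activation score at least 90 and every replicate individually at or above 90; inconclusive = only one of the two criteria met; inactive = neither criterion met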;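 note: higher luciferase means less miR-122 activity so hits act as miR-122 inhibitors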
Casp6 inh = caspase-6 (human) enzyme inhibition; P55212; inhibition, % at 12.5 µM; hit rate 0.53% among 350,000; purified caspase-6, Z-VEID-R110 cleavage fluorescence; AID 686996;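 active = mean inhibition across replicates at least about 35%, with every replicate also reaching that limit, limit read from the data; inconclusive = only one of the two criteria met; inactive = neither criterion met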;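 note: 0% = median of neutral control wells and 100% = no fluorescence left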
Target sequence (P55212 24-179 limits assumed): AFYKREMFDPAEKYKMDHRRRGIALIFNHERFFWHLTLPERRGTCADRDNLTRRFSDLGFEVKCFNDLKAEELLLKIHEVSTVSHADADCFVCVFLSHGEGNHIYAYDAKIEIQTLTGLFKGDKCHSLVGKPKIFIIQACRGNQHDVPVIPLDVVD
Target sequence (P55212 194-293 limits assumed): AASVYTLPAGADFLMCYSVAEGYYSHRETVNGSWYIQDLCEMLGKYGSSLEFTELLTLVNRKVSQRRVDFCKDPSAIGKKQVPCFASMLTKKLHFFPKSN
Numbers without * were called inactive; u = inconclusive; x = no result given; [ ] = another dose, or the depositor's remark.

SMILES	SIRT5 block	CFTR F508del cor	ERp5 block	DENV2 CPE rescue	ERAP1 HTS inh	miR122 inh	Casp6 inh
COc1ccc(C(=O)OCC(=O)N2CCN(C(=O)c3ccco3)CC2)c(OC)c1OC	x	-2.7	-1	-2	3	-7	-4
COc1ccccc1C(C(=O)c1ccccc1)c1ccc2ccccc2c1 (configuration not stated)	-3	0.9	4	u	x	x	1
CN(C)CCN(Cc1cc2cc3c(cc2[nH]c1=O)OCO3)C(=S)NCC1CCCO1 (configuration not stated)	-4	-1.7	8	-7	-3	x	4
CCOc1ccccc1N(C)C(=O)c1cc2c(=O)n(CC)c3ccccc3c2s1	1	3.7	1	3	-1	-2	2
O=C(Cc1ccccc1)N1CC(=O)N2[C@H](CO)[C@@H](c3ccc(-c4ccccc4)cc3)[C@@H]2C1	5	12*	0	4	2	x	0
O=C(CN(Cc1ccccc1)C(=O)CCC(=O)Nc1nccs1)NCc1ccccc1	-2	1.5	3	1	-2	-5	3
COc1ccc(Cl)cc1NC(=O)CN(C)C(=O)c1cccc2cccnc12	-4	3.1	0	17	1	x	-1
O=C(C[C@H]1CC[C@@H](NC(=O)C2CC2)[C@@H](CO)O1)Nc1nccs1	0	-0.1	-5	3	-1	x	2
O=C1CC(SCc2nc3ccccc3[nH]2)C(=O)N1c1cccc(Cl)c1 (configuration not stated)	-3	x	3	x	0	7	4
O=C1C2C(C(=O)N1CCN1CCN(Cc3ccc([N+](=O)[O-])cc3)CC1)[C@H]1C=C[C@@H]2C1 (some centres not stated)	0	0.9	6	-1	x	x	-2
COc1cccc(C2c3cc4c(cc3OC(N3CCCC3)C2C)OCO4)c1O (configuration not stated)	x	-1.1	5	-1	3	1	-4
CCOCCCNC(=O)C(NC(=O)Cc1cccs1)c1ccc(Cl)cc1 (configuration not stated)	-1	2.3	-5	7	-2	x	3
Cc1ccc(S(=O)(=O)Nc2cccc(C(=O)NCc3cccnc3)c2)cc1F	-4	0.9	-2	-9	-1	x	3
Cc1cc(Nc2cccc(Br)c2)c2ccccc2n1	-2	x	-1	-6	-2	x	-2
CC(C)NC(=O)Nc1ccc2c(c1)C(=O)N([C@H](C)CO)C[C@@H](C)[C@@H](CN(C)C(=O)CCC(F)(F)F)OCCCC[C@H](C)O2	3	-1.3	2	3	1	0[16.7 µM]	1
N#C/C(=C(/O)c1ccc(Cl)c([N+](=O)[O-])c1)c1nc2ccccc2[nH]1	-2	2.1	3	-3	x	-10	0
O=C1CCC(=O)N1CC1CC2CCC1C2 (configuration not stated)	-1	-0.3	0	1	3	x	0
O=C(C[C@H]1C=C[C@H](NC(=O)c2cccnc2)[C@@H](CO)O1)NCc1ccncn1	-1	-1.6	1	5	1	x	3
C[C@@H]1CN([C@@H](C)CO)C(=O)c2cc(NC(=O)Cc3ccccc3)ccc2O[C@@H](C)CCCCO[C@H]1CN(C)Cc1ccc2c(c1)OCO2	0	-1.0	2	3	4	-5[16.7 µM]	0
Cc1cc(/C=C2/SC(=S)N(c3ccc([N+](=O)[O-])cc3)C2=O)c(C)n1-c1cccnc1	-1	-0.2	0	10	-4	x	4
C[C@@H]1CN([C@@H](C)CO)C(=O)c2cccc(NC(=O)Nc3ccc4c(c3)OCO4)c2O[C@H]1CN(C)CC1CCCCC1	8	-2.7	-2	-9	0	16[16.7 µM]	-2
Cc1ccccc1S(=O)(=O)NCC[C@H]1CC[C@@H](NC(=O)C2CCCCC2)[C@H](CO)O1	-2	0.6	-3	-2	0	x	1
O=C(Nc1ccc(NC(=O)C2CCCCC2)nc1)c1cccs1	-1	2.2	8	11	2	x	-2
O=C(C[C@H]1CC[C@@H]2NC[C@@H](O)COC[C@H]2O1)NCCc1ccccc1	-3	-1.0	-2	8	-6	2[16.7 µM]	1
COCCNC(=O)C(c1ccncc1)N(C(=O)c1sc(C)nc1C)c1cccc(C)c1 (configuration not stated)	-7	1.1	5	-5	0	x	-1
CCCNC(=O)N1C[C@@H](C)[C@H](OC)CN(C)C(=O)c2ccc(NS(=O)(=O)CC(F)(F)F)cc2OC[C@@H]1C	2	-3.0	3	4	-2	x	x
CC(C)CC#Cc1ccc([C@@H]2[C@H]3CN(C(=O)Cc4ccccc4)CC(=O)N3[C@H]2CO)cc1	-1	5.6	3	8	9	x	1
C[C@@H]1CN([C@@H](C)CO)C(=O)Cc2cc(NS(=O)(=O)c3ccccc3)ccc2O[C@H]1CN(C)CC1CCCCC1	19*	-1.9	1	2	-1	-1[16.7 µM]	2
CCC(CC)C(=O)Nc1cc(C(=O)OC)ccc1C(=O)OC	-2	x	-2	u	4	x	-3
CCOc1ccccc1N(C(=O)Nc1ccc(Cl)cc1)C1=NC(C)CS1 (configuration not stated)	-1	3.2	4	x	-3	x	-2
O=C(Nc1cccc(Cl)c1)N1C[C@H]2[C@@H](c3ccccc31)[C@@H](CO)N2C(=O)C1CCCC1	3	2.9	14	-1	x	58[16.7 µM]	x
Cc1ccccc1-c1cccc([C@@H]2C[C@H]3[C@H](CON3C)CN2Cc2cc(Cl)cc(Cl)c2)c1	-3	-1.4	7	u	-1	0	-1
CCOc1ccc(NC(=O)NC2CCCCCCC2)cc1	1	-2.5	-7	-6	0	0	1
O=C(CCl)N1c2ccccc2Oc2ccc3ccccc3c21	x	1.5	4	-4	2	17	9
N#C[C@H]1[C@@H](c2ccccc2C2=CCCCC2)[C@H](CO)N1C(=O)c1ccccn1	2	-0.4	-6	17	-1	x	1
Cc1cccc(OCC(=O)Nc2ccc3c4c(cccc24)CC3)c1C	0	-0.7	3	x	4	x	2
CCCC#Cc1ccc2c(c1)O[C@H](CN(C)C(=O)Nc1ccc(OC)cc1)[C@@H](C)CN([C@@H](C)CO)S2(=O)=O	18*	2.1	-10	u	0	22[16.7 µM]	0
CN(C)C(CNC1CC(C)(C)NC(C)(C)C1)c1cccc(F)c1 (configuration not stated)	-1	-1.2	5	-3	-3	1	-11
CO[C@H]1CN(C)C(=O)c2cc(NC(C)=O)ccc2OC[C@H](C)N(Cc2ccccc2F)C[C@@H]1C	2	-2.3	-5	8	0	-14[16.7 µM]	1
CC(C)NC(=O)C1(C)CN(S(C)(=O)=O)CC(=O)N1C1CCCCCC1 (configuration not stated)	0	-3.3	7	0	3	x	-2
COc1ccccc1-c1ccc2c(c1)O[C@@H](CN(C)C(=O)c1ccncc1)[C@@H](C)CN([C@H](C)CO)S2(=O)=O	-9	-1.8	-6	14	-1	2[16.7 µM]	0
CC(C)Cn1c(N)c(C(=O)COC(=O)[C@@H]2CCCN2C(=O)c2cccs2)c(=O)n(C)c1=O	6	0.5	-1	4	1	x	0
Cc1ccc2oc(-c3cccc(NC(=O)c4ccccn4)c3)nc2c1	-1	0.9	1	-5	-1	1	2
CCOc1ccc(NC(=O)CN(C)C(=O)c2ccc3[nH]c4c(c3c2)CC(C)CC4)cc1OCC (configuration not stated)	0	-1.1	-8	-5	0	-3	4
O=C(C[C@H]1CC[C@@H]2NC[C@@H](O)COC[C@H]2O1)NCc1ccc(Oc2ccccc2)cc1	-1	0.9	0	4	1	4[16.7 µM]	1

Molecules shown so far that contain a thiophene ring, fused or not, in the order listed:
SMILES	SIRT5 block	CFTR F508del cor	ERp5 block	DENV2 CPE rescue	ERAP1 HTS inh	miR122 inh	Casp6 inh
CCOc1ccccc1N(C)C(=O)c1cc2c(=O)n(CC)c3ccccc3c2s1	1	3.7	1	3	-1	-2	2
CCOCCCNC(=O)C(NC(=O)Cc1cccs1)c1ccc(Cl)cc1 (configuration not stated)	-1	2.3	-5	7	-2	x	3
O=C(Nc1ccc(NC(=O)C2CCCCC2)nc1)c1cccs1	-1	2.2	8	11	2	x	-2
CC(C)Cn1c(N)c(C(=O)COC(=O)[C@@H]2CCCN2C(=O)c2cccs2)c(=O)n(C)c1=O	6	0.5	-1	4	1	x	0

Next compounds:
SMILES	SIRT5 block	CFTR F508del cor	ERp5 block	DENV2 CPE rescue	ERAP1 HTS inh	miR122 inh	Casp6 inh
COc1cc(CN2CCNC(=O)C2CC(=O)NC2CCCCC2)cc(OC)c1 (configuration not stated)	0	-0.3	-12	-3	3	x	-6
O=C(Nc1ccc2c(c1)OCO2)N[C@H]1CC[C@@H](CCNC(=O)C2CC2)O[C@@H]1CO	-1	-0.8	0	-7	2	-5[16.7 µM]	2
CCOC(=O)N1CCN(C(=O)c2ccccc2NC(=O)c2ccc(F)cc2)CC1	3	4.5	-5	3	0	2	0
O=C(NC1CCC1)[C@H]1[C@H](CO)[C@H]2Cn3c(ccc(-c4ccccc4F)c3=O)[C@H]2N1Cc1cocn1	-1	x	-1	0	0	x	2
Cc1cc(C)c(NC(=O)CNC(=O)c2ccc3ncsc3c2)c(C)c1	-2	0.1	-1	-1	1	71	1
Cc1ccc(-c2ccc3c(c2)O[C@H](CN(C)Cc2ccncc2)[C@@H](C)CN([C@H](C)CO)S3(=O)=O)cc1	4	4.8	0	4	-4	48[16.7 µM]	-1
COc1cc(C(=O)NC2CCN(CC(=O)Nc3cccc(C)c3C)CC2)cc(OC)c1OC	3	-9.2	2	-6	-3	-4	-4
CS(=O)c1nc(-c2ccc(Br)cc2)cc(-c2ccccc2)c1C#N (configuration not stated)	-2	-0.3	-4	-3	-1	x	2
N#C[C@H]1[C@@H](c2ccccc2)[C@@H](CO)N1C(=O)Nc1cccc(F)c1	-3	3.4	0	-8	-3	x	0
O=C(CCc1ccccc1)Nc1ccc(S(=O)(=O)N2CCOCC2)cc1	-6	-1.3	-3	1	-1	3	-3
CN(CC(=O)Nc1cccc(F)c1)C(=O)c1ccc(COc2ccccc2)o1	-1	-2.5	2	5	-3	-1	0
CC(C)C(=O)Nc1ccc2c(c1)C(=O)N(C)[C@H]1CC[C@H](CC(=O)Nc3ccccc3)O[C@H]1CO2	4	0.2	7	2	-1	11[16.7 µM]	3
CCN1CCN(c2ccc(S(=O)(=O)N3CCCCC3)cc2NC(=O)c2ccc([N+](=O)[O-])s2)CC1	4	-3.5	5	1	3	2	2
OCCCc1ccc(O)c(O)c1	x	-2.1	3	-3	8	-5	3
CCCN(CC1CC1)C(=O)CCc1nnc(CCc2c[nH]c3ccccc23)o1	1	-1.4	3	3	0	x	-2
O=C(Nc1nnc(S(=O)(=O)Nc2ccccc2)s1)c1ccccc1Cl	3	1.9	-6	11	5	-3	3
CC(C)CCNC(=S)Nc1ccccc1F	2	-1.8	-7	-1	4	x	-1
O=C(CSc1nc2ccccc2s1)NNC(=S)Nc1ccc(Cl)cc1	-7	-2.0	0	u	0	x	-2
CC(Oc1ncnc2ccccc12)C(=O)Nc1cccc(S(=O)(=O)N2CCOCC2)c1 (configuration not stated)	-7	2.9	-2	-6	-3	-4	0
CN1C(=O)c2cc(NC(=O)NC3CCCC3)ccc2OC[C@@H]2O[C@H](CC(=O)NC3CCC3)CC[C@H]21	-8	2.3	13	7	0	3[16.7 µM]	-1
CC(C)NC(=O)CSc1nc2ccccc2n1CC(=O)N(C(C)C)C(C)C	0	1.9	0	-6	x	x	-4
COc1ccc(NC(=O)CSc2nc3ccccc3nc2N2CCOCC2)cc1	3	1.3	14	10	-2	-13	-1
O=C(C[C@H]1CC[C@@H]2[C@H](COC[C@H](O)CN2C(=O)c2cnccn2)O1)NCc1ccccc1	-3	-2.4	12	-12	2	5[16.7 µM]	0
O=S(=O)(Nc1cc(Cl)ccc1-n1cncn1)c1ccccc1Cl	1	-0.9	7	2	4	11	2
Cc1noc(C)c1NC(=O)N(C)C[C@H]1OCCCC[C@@H](C)Oc2ccc(NS(=O)(=O)c3ccc(Cl)cc3)cc2C(=O)N([C@H](C)CO)C[C@@H]1C	5	0.6	3	u	-5	4[16.7 µM]	-4
COCCNC(=O)c1onc(CSc2ccc(C)c(C)c2)c1C(=O)O	1	0.9	-4	-5	-5	4	4
COc1ccc(CNc2nc(-c3cccnc3)nn2C(C)=O)cc1	-8	-0.9	-3	-5	-2	1	2
O=C(NC1CCCCC1)C1CC(=O)N(Cc2ccccc2)C1 (configuration not stated)	11	0.8	-8	8	-2	-1	0
